Assay outcomes: PubChem, several laboratories
proCasp7 act: procaspase-7 activators, primary screen, counter-screen for procaspase-3 activator project, biochemical, absorbance, HTS, human; Caspase-7 (Homo sapiens), P55210; recombinant procaspase-7, Ac-DEVD-pNA absorbance 405 nm; D23A/D198A/D206A triple mutant, cannot self-cleave; scale: DMSO 0, 5 µM enzyme 100; activation, % at 8.5 µM; actives 0.093% (n = 330,000); AID 463210, 2010;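 active = percent activation above the screen-wide mean plus 3 SD, cut at about 25% in these data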
Target sequence (P55210 whole entry D23A/D198A/D206A): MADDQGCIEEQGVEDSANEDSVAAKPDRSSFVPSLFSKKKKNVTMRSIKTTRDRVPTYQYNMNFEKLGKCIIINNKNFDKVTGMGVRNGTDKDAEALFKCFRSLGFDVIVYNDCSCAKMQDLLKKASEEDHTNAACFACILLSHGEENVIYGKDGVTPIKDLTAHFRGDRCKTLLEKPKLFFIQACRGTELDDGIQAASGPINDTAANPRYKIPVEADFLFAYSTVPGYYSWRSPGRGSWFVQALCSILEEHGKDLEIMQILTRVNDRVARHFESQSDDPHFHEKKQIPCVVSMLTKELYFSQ
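Material: Procaspase-7 triple mutant (PC-7 D3A) | Quantity: 2 µM procaspase-7 mutant as dispensed | Reagent: DEVD-pNA substrate | Times: 1 h preincubation, 2 h reaction | Technique: 405 nm absorbance of p-nitroaniline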
RPL19A TOR yeast: RPL19A-GFP expression modulators in yeast, primary screen, cell-based, S. cerevisiae, multiplex flow cytometry, MLPCN. S. cerevisiae RPL19A-GFP strain, 3 h; stronger effect = lower value. percent response vs DMSO, % at 10 µM. actives 0.3% (n = 330,000). AID 2025, 2009;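 active = percent response vs DMSO below 50%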;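 also: median channel GFP fluorescence of the barcoded RPL19A-GFP strain; ratio of sample median GFP to plate DMSO average so 100% = DMSO; lower means less RPL19A-GFP as with rapamycin TOR inhibition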
MEP2-GFP yeast: modulators of MEP2-GFP levels in yeast, primary screen, S. cerevisiae, multiplex flow cytometry, MLPCN library; actives 0.51% (n = 330,000); S. cerevisiae MEP2-GFP strain, 3 h; 100% = DMSO control level; GFP response vs DMSO, % at 10 µM;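 active = GFP response versus DMSO above a set limit, roughly screen mean plus 3 SD, cut at about 180% in these data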;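 also: median GFP fluorescence of the barcode-gated MEP2-GFP cells per well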
CR mimetic SO: reduction of superoxide in aged yeast, primary screen, HTS | S. cerevisiae aged cells, superoxide DHE fluorescence; stronger effect = lower value | superoxide response (% of plate mean), % at 10 µM | actives 0.18% (n = 330,000);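 active = superoxide response under a set limit, about three screen SD below normal, cut at about 65% in these data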;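 also: yeast aged for seven days with compound at 30 °C before DHE staining; 100% = average MFI of all compound-treated wells on the plate with controls excluded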
proCasp3 act: activators of human procaspase-3 D3A mutant, primary screen, biochemical, absorbance, PC-3 D3A mutant, single concentration | actives 0.11% (n = 330,000) | Caspase-3 (Homo sapiens), P42574 | AID 463141, 2010 | activation, % at 8.5 µM | recombinant procaspase-3 D3A, Ac-DEVD-pNA absorbance 405 nm;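 active = activation above the mean of all tested compounds plus 3 SD, cut at about 21% in these data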;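 also: 0% = DMSO alone and 100% = DMSO wells spiked with extra 5 µM PC-3 D3A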
Target sequence (P42574 whole entry D9A/D28A/D175A): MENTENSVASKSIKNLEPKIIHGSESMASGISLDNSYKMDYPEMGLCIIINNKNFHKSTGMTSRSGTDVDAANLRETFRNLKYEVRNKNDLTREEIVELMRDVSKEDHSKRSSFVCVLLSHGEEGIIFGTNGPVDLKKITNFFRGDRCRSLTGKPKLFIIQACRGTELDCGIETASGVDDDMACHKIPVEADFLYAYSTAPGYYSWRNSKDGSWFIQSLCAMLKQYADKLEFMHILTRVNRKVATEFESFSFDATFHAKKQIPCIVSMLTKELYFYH
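Assay system – Procaspase-3 D3A mutant, all three cleavage aspartates alanine · Controls – DMSO-only low control, 5 µM PC-3 D3A high control · Schedule – 1 h compound preincubation, 2 h substrate hydrolysis at 25 °C · Signal – 405 nm absorbance of p-nitroaniline, reads at 0 and 120 min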
LAP4 TOR yeast: modulators of LAP4-GFP expression in yeast, primary screen, S. cerevisiae, multiplex flow cytometry, MLPCN library | GFP response vs DMSO, % at 10 µM | actives 0.34% (n = 320,000) | 3 h; median GFP as percent of DMSO wells;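 active = GFP response vs DMSO above a set limit, about the screen mean plus 3 SD, cut at about 150% in these data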
GASC-1 inh: inhibitors of GASC-1 histone demethylase, primary screen, biochemical, fluorescence, DELFIA europium; inhibition, % at 2.35 µM; GST-JMJD2C(1-420) H3K9me3 demethylation; actives 0.069% (n = 330,000); Lysine-specific demethylase 4C (Homo sapiens), Q9H3R0;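 active = more than half of a compound's replicate wells show inhibition beyond 50%, single wells judged on their own value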;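 also: signal counts dimethyl H3K9 product captured on neutravidin plate; 0% = median of DMSO wells and 100% = 0.3 times that DMSO median; strong numbers were not always called active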
Target sequence (Q9H3R0 1-420 limits assumed): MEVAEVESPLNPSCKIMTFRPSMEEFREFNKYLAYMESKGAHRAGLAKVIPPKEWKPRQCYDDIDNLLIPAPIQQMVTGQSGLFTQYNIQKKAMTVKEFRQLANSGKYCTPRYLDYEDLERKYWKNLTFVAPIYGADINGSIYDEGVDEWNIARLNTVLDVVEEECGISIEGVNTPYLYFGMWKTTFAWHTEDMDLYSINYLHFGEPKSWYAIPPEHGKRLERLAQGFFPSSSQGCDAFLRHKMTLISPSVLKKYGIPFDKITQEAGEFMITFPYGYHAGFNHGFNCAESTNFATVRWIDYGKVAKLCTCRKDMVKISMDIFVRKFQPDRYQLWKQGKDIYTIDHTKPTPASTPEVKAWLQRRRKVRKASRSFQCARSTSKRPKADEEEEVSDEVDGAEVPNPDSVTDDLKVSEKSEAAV
AHR act: AHR activators, primary screen, cell-based, luminescence, luciferase reporter, human; actives 2.5% (n = 320,000); activation, % at 5 µM; Aryl hydrocarbon receptor (Homo sapiens), P35869; AHR-responsive luciferase reporter cells; in the data active = activation above about 47%;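 also: 0% = vehicle wells and 100% = reference agonist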
Active calls of the source: *; i = inactive; nt = no result given; [ ] = dose if it differs, or a comment.

no.	mol	proCasp7 act	RPL19A TOR yeast	MEP2-GFP yeast	CR mimetic SO	proCasp3 act	LAP4 TOR yeast	GASC-1 inh	AHR act
1	Cc1ccc2nc(NC(=O)C3CCCN(S(=O)(=O)c4cnc[nH]4)C3)sc2c1 (stereo not given)	1	102	96	95	6	96	4	20
2	O=C(CCCn1cnc([N+](=O)[O-])n1)Nc1ccc(F)c(Cl)c1	7	99	103	115	7	108	-3	2
3	COc1ccc(NC(=S)N2CCc3ccccc3C2)cc1OC	-17	92	100	88	-7	87	0	4
4	Cn1c(SCC(=O)Nc2cccc(O)c2)nnc1-c1ccc(S(=O)(=O)N2CCOCC2)cc1	-4	103	106	88	-4	99	-4	-1
5	COC(=O)C1C(=O)CC(C)(O)C(C(=O)OC)C1/C=C/c1ccccc1 (stereo not given)	1	98	99	94	6	99	2	-1
6	COc1cccc(-n2c(N)cc(=O)nc2SCC(=O)N2CCN(c3ccccc3)CC2)c1	5	102[may fluoresce green]	105[may fluoresce green]	101	-3	102[may fluoresce green]	4	-1
7	Cc1cnc(C(=O)OCC(=O)Nc2cccc(Cl)c2)cn1	-2	102	100	96	-4	105	6	-7
8	COc1ccccc1N/C(N)=N/c1nc(C)cc(C)n1	2	101	103	116	0	102	9	27
9	Cc1ccc(CNC(=O)CSc2nc(=O)n3ccccc3n2)cc1	7	104	108	99	3	103	0	0
10	Cc1ccc(-n2ncc3c(N4CCN(c5ccccc5)CC4)ncnc32)c(C)c1	7	87	122	104	-6	99	0	-3
11	Cc1cccc(C)c1-n1nnnc1S(=O)(=O)Cc1ccccc1Cl	-4	105	104	106	-2	113	9	0
12	Cc1ccnc(NS(=O)(=O)c2cnc(Cl)c(Br)c2)c1	-7	106	103	96	0	101	-5	4
13	O=C(CSc1nnnn1Cc1ccccc1)Nc1ccc2c(c1)OCCO2	4	93	100	93	-5	92	177	7
14	O=C(CCc1ccccc1)Nc1nc2n(n1)C(c1ccc(Cl)cc1)CC(=O)N2 (stereo not given)	5	100	111	109	-4	103	9	4
15	CNc1oc(-c2cccs2)nc1S(=O)(=O)c1ccccc1	2	108	101	108	3	101	18	2
16	Cc1cccnc1NC(=S)NCCc1ccccc1	-6	94	104	80	9	114	-1	-1
17	CC(=O)N(Cc1cc(=O)[nH]c2ccccc12)c1ccc(C)cc1	9	86	88	109	-2	88	-4	6
18	COc1ccccc1S(=O)(=O)NCc1ccc(C(=O)NC(C)c2ccccn2)cc1 (stereo not given)	8	96	96	89	6	96	0	4
19	CN(C)S(=O)(=O)c1ccc(C(=O)NCC(=O)N/N=C/c2ccco2)cc1	-5	102	107	68	-5	109	-4	-1
20	CCOc1cc2c3c(c1)C1(C(=O)N3C(C)(C)CC2C)C(C#N)=C(N)N2C(=C1C#N)Nc1ccccc12 (stereo not given)	3	98	92	97	-6	89	-6	58*
21	CC(=O)NC1=NN(C(C)=O)C(C)(c2ccc(Cl)s2)S1 (stereo not given)	9	95	91	102	2	96	-13	2
22	CCN(CC)CCCNC(=O)Cn1cnc2sc(C)c(S(=O)(=O)N3CCN(c4ncccn4)CC3)c2c1=O	-2	97	96	96	-1	98	-16	1
23	COc1ccccc1NS(=O)(=O)c1cccc(N2CC(O)=C(c3ccccc3)C2=N)c1	1	105	103	92	-9	93	-18	14
24	Cc1ccc(C)c(NC(=S)NC(C)C(c2ccccc2)N2CCN(C)CC2)c1 (stereo not given)	4	127	110	97	-8	114	11	0
25	COc1ccccc1C(NC(C)=O)c1c(O)ccc2ccc(O)cc12 (stereo not given)	3	95	98	111	8	116	-4	0
26	COc1cc(NS(=O)(=O)c2ccc(Cl)cc2)c(C(=O)O)cc1OC	9	104	96	94	6	94	-1	5
27	Cc1c(CC(=O)O)c(=O)oc2c(C)c(OCc3ccc(F)cc3F)ccc12	-2	94	97	102	-3	108	14	2
28	CCCCN(C(=O)c1[nH]c(C)c(C(C)=O)c1C)c1c(N)n(CCCC)c(=O)[nH]c1=O	1	92	93	94	9	91	2	0
29	Cc1ccccc1C(=O)NNC(=O)CCC(=O)Nc1cccc(Cl)c1C	1	106	106	95	-4	101	3	6
30	Nc1ccc(C(=O)Nc2ccccc2C(=O)O)cc1	9	100	99	103	-8	89	-4	12
31	COc1ccc(OC)c(CC(=O)N2CCc3cc(OC)c(OC)cc3C2)c1	7	107	104	106	3	88	4	1
32	O=C(Nc1ccc2c(c1)OCO2)N1CCN(C/C=C/c2ccccc2)CC1	-28	100	100	139	-5	101	-2	16
33	CCn1c(NC(=O)Nc2cccc(C)c2C)cc2sccc21	-2	97	97	102	-4	98	3	33
34	Cc1c(Br)c(O)c(Br)c2sc(=O)oc12	-33	48*	100	104	-23	177*	1	3
35	COc1ccc(OC)c(N2Cc3cc(C)c(C)cc3C2)c1	-12	99	107	100	-5	109	0	7
36	Cc1ccc(S(=O)(=O)NCC(=O)OCc2ccccc2Br)cc1	0	93	104	119	3	112	10	2
37	COc1cc(CNCCSc2nnnn2C)cc(OC)c1OC	-8	98	96	89	0	98	2	-1
38	O=C(C1CCC1)N1CCc2cc(S(=O)(=O)NCC3COc4ccccc4O3)ccc21 (stereo not given)	5	96	100	95	-5	100	-2	-1
39	CN=C1c2ccccc2CN1c1cccc(C(=O)OC)c1	14	113	107	87	-2	111	1	12
40	O=C(Cn1c2ccccc2c(=O)c2ccccc21)N/N=C/c1cc([N+](=O)[O-])ccc1N1CCCCC1	-4	102	101	94	4	95	nt	1
41	COc1ccc(/C(C)=N/NC(=S)NCc2ccco2)cc1	-4	104	107	109	1	101	2	63*
42	CCCN1CC(=O)N2C(c3ccccc3)c3[nH]c4ccccc4c3C[C@H]2C1=O (stereo not given in full)	nt	105	105	91	nt	99	-7	nt
43	CCOc1ccc(C(=O)O)cc1OC	9	98	99	86	2	98	-17	-3
44	CCC(C)(C)n1nnnc1C(c1cc2cc3c(cc2[nH]c1=O)OCO3)N1CCCCC1 (stereo not given)	-8	97	99	81	-2	97	4	5
45	COc1cc2c(-c3ccc(O)cc3)nc3c(c(C)nn3-c3ccccc3)c2cc1OC	12	100	104	86	2	100	1	4
46	Fc1ccc(NC(=S)Nc2ccc(F)c(Cl)c2)cc1Cl	-12	104	112	104	-11	108	18	4
47	Cc1nc([N+](=O)[O-])cn1CC(=O)Nc1ccc(Cl)cc1	3	105	109	104	5	99	-2	1
48	CN=C1NN=C(c2cc(C)n(-c3ccc(Cl)cc3)c2C)CS1	-14	101	107	117	-8	103	4	9
49	NNc1nc2sc3c(c2c(=O)n1-c1ccccc1)CCCC3	-1	97	94	108	1	118	-3	0
50	Cc1cccc(NCC(=O)NNC(=S)Nc2ccccc2)c1	-6	98	94	105	-5	91	0	0
51	CCC(C(=O)OCC(=O)Nc1cc(C)ccc1OC)c1ccccc1 (stereo not given)	2	90	95	114	0	82	0	-1
52	CC1(C)Cc2ccccc2-c2nc3n(c(=O)c21)CCS3	-13	89	102	110	0	108	-28	1
53	Cn1c(SCC(=O)N2CCOCC2)nc2cccnc21	-1	97	89	100	5	89	8	14
54	O=C(Oc1ccc(Br)cc1)c1cccc(S(=O)(=O)N2CCOCC2)c1	-4	97	88	103	-9	85	6	0
55	O=C(CSC1=NCCS1)Nc1ccc(S(=O)(=O)NC2CCCCC2)cc1	10	110	118	116	5	117	1	1
56	COc1ccc(C(=O)Nc2ccc(N3CCN(C(=O)C(C)C)CC3)cc2)cc1[N+](=O)[O-]	5	103	101	99	-2	88	i	-3
57	COCCCNC(=O)CN(c1cc(OC)ccc1OC)S(=O)(=O)c1ccccc1	-3	95	93	94	-2	92	5	0
58	Brc1ccc(CN2CC[C@H]3C=CCc4cccc(c43)C2)cc1	2	104	96	106	6	113	-3	3
59	Cc1ccc(S(=O)(=O)Nc2ccc(Cl)cc2)cc1NC(=O)Cn1cnc2c1c(=O)n(C)c(=O)n2C	-7	100	107	96	7	103	-11	1
60	N/C(=N\OC(=O)CCc1ccccc1)c1ccc(Br)cc1	-5	96	97	110	-1	103	0	3
61	CCO[C@H]1OC(C(=O)N2CCOCC2)=C[C@@H](c2ccc(C(F)(F)F)cc2)[C@@H]1CCCO	-8	93	87	114	1	118	-4	-2
62	CC1Nc2ncnc(N3CCOCC3)c2N(Cc2ccc(Cl)cc2)C1=O (stereo not given)	-9	103	95	94	11	100	-14	4

Structures above that have a Cl atom (13):
no.	mol	proCasp7 act	RPL19A TOR yeast	MEP2-GFP yeast	CR mimetic SO	proCasp3 act	LAP4 TOR yeast	GASC-1 inh	AHR act
2	O=C(CCCn1cnc([N+](=O)[O-])n1)Nc1ccc(F)c(Cl)c1	7	99	103	115	7	108	-3	2
7	Cc1cnc(C(=O)OCC(=O)Nc2cccc(Cl)c2)cn1	-2	102	100	96	-4	105	6	-7
11	Cc1cccc(C)c1-n1nnnc1S(=O)(=O)Cc1ccccc1Cl	-4	105	104	106	-2	113	9	0
12	Cc1ccnc(NS(=O)(=O)c2cnc(Cl)c(Br)c2)c1	-7	106	103	96	0	101	-5	4
14	O=C(CCc1ccccc1)Nc1nc2n(n1)C(c1ccc(Cl)cc1)CC(=O)N2 (stereo not given)	5	100	111	109	-4	103	9	4
21	CC(=O)NC1=NN(C(C)=O)C(C)(c2ccc(Cl)s2)S1 (stereo not given)	9	95	91	102	2	96	-13	2
26	COc1cc(NS(=O)(=O)c2ccc(Cl)cc2)c(C(=O)O)cc1OC	9	104	96	94	6	94	-1	5
29	Cc1ccccc1C(=O)NNC(=O)CCC(=O)Nc1cccc(Cl)c1C	1	106	106	95	-4	101	3	6
46	Fc1ccc(NC(=S)Nc2ccc(F)c(Cl)c2)cc1Cl	-12	104	112	104	-11	108	18	4
47	Cc1nc([N+](=O)[O-])cn1CC(=O)Nc1ccc(Cl)cc1	3	105	109	104	5	99	-2	1
48	CN=C1NN=C(c2cc(C)n(-c3ccc(Cl)cc3)c2C)CS1	-14	101	107	117	-8	103	4	9
59	Cc1ccc(S(=O)(=O)Nc2ccc(Cl)cc2)cc1NC(=O)Cn1cnc2c1c(=O)n(C)c(=O)n2C	-7	100	107	96	7	103	-11	1
62	CC1Nc2ncnc(N3CCOCC3)c2N(Cc2ccc(Cl)cc2)C1=O (stereo not given)	-9	103	95	94	11	100	-14	4
